# Screening results from PubChem BioAssay.
# BRCA1 expr up = activators of BRCA1 expression; AID 624202; 1.1% of 380,000 active; MCF7-BRCA1-FFLuc reporter, luminescence, 48 h; response scale: scaled: vehicle 0%, 10 µM genistein 100%; Potency, µM (series often up to 46.1 µM), for the others: at the top dose activation, most hits filed as activators; further: potency means the concentration at half of the fitted maximal effect; nearly all actives have a fitted effect of over 80% in size; some results filed as inactive show a strong effect at the top dose
#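 Activators of BRCA1 expression were detected as increased firefly luciferase luminescence in engineered MCF7 cells after 48 h compound incubation. Signals were scaled to genistein 10 microM as full activation.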
# p53 reactivator = re-activators of mutant p53; H1299 p53-A138V BP100-luciferase reporter, luminescence, 24 h; Potency, µM (top dose mostly 92.2 µM), for inactives: at the highest dose activity change, positive = activation, hits mostly activators; 0.063% of 320,000 active; AID 504706; further: potency means the concentration at half of the fitted maximal effect; % of control where 0% means no effect; nearly all actives have a fitted effect of over 45% in size
#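 p53-null H1299 cells stably carrying temperature-sensitive p53-A138V and a BP100-luciferase reporter were pinned with compounds (4-point, 1:5 series) and held 24 hrs at 37 deg C. Luminescence was read 10 min after detection reagent.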
# Integrin act MD = integrin-mediated muscular dystrophy alleviation activation; Potency, µM (titrated, usually from 38.3 µM), inactives show top-dose activation, actives largely listed as activators; 0.064% of 350,000 active; alpha7betagal myoblasts, beta-gal FDG fluorescence, 48 h; AID 624291;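 further: potency means the concentration at half of the fitted maximal effect; 100% = response of the positive control SU9516; nearly all actives have a fitted effect of over 60% in size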
#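 alpha7betagal+/- myoblasts (passage 13, 250/well) treated 48 h at 37C with compounds at 1:260 dilution of DMSO stock. Lysed, then beta-galactosidase activity read as FDG fluorescence (ex 480/em 540) after 30 min, with pre-read for autofluorescence.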
# TRPV1 agonist = activates the human vanilloid receptor TRPV1 | TRPV1-expressing cells, Fluo-8 calcium influx, agonist mode | activation, % at 8.33 µM | 0.19% of 320,000 active | Q8NER1 | AID 540275; in the data active means activation above about 80%; inconclusive means between about 30% and that limit; further: 0% is about no effect
# Target sequence (Q8NER1 whole entry, looked up): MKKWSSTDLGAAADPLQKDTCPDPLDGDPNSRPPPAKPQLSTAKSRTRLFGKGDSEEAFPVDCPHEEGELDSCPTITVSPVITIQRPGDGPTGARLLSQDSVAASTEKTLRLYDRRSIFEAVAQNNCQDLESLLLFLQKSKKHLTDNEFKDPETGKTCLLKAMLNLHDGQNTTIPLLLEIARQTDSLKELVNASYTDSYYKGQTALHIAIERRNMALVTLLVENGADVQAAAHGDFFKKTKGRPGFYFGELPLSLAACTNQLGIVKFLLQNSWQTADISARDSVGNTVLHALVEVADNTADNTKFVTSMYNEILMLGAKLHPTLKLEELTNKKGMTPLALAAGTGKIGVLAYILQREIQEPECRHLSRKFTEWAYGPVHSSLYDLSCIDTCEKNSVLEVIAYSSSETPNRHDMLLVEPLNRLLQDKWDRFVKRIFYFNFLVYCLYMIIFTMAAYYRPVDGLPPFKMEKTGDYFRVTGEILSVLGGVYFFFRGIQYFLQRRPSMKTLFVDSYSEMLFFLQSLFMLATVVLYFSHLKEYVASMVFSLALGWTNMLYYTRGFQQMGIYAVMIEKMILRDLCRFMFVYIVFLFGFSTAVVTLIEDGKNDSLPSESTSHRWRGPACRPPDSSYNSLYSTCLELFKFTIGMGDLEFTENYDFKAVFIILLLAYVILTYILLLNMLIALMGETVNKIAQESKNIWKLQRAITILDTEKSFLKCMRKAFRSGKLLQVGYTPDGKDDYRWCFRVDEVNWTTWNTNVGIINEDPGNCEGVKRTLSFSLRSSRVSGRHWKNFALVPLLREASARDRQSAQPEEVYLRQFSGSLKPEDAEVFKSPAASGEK
#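 TRPV1-expressing cells were cultured overnight at 35.5C and loaded with Fluo-8 calcium dye for 40 to 90 min at room temperature. After a 10 s baseline, compound was added and calcium influx was read kinetically for 3 min (ex 480/em 520 nm).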
# A-T KAP1 phos = potential ataxia-telangiectasia treatments restoring KAP-1 phosphorylation; 0.19% of 320,000 active; Potency, µM (highest dose often 57.5 µM), without a hit: at the top dose activation, hits mostly activators; […] A-T fibroblasts, KAP-1 phosphorylation AlphaLISA; neocarzinostatin DNA damage 30 min before lysis; further: potency means the concentration at half of the fitted maximal effect; % of control where 0% means no effect; nearly all actives have a fitted effect of over 45% in size
#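 ATM-like activity read as KAP-1 phosphorylation via AlphaLISA donor/acceptor antibody pairs after lysis and 6 hr at 25C. Cells were ATM-null patient fibroblasts ([…], hTERT), dosed 60 min, then exposed to the DSB inducer NCS for 30 min.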
# MLL CXXC-DNA inh = blocks binding of human MLL CXXC domain to DNA. Q03164. MLL-CXXC / FITC-HOXA9 DNA fluorescence polarization. Potency, µM (series often up to 115 µM), for inactives: at the top dose activity change, negative = inhibition, actives largely listed as inhibitors. 0.037% of 290,000 active; active means well fitted inhibition curve with a large enough effect in the polarisation, with a control signal flat, not every such curve was filed as active; inconclusive means small, poorly fitted or top-dose-only effect, or effect the other way, or a change in a side signal; inactive means no such curve, though single readings can be large or run the other way; the % refers to the polarisation; further: potency means the concentration at half of the fitted maximal effect
#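 Purified MLL-CXXC (added from a 7 uM solution) was preincubated 5 min at ambient with pinned compounds in 50 mM Tris-HCl pH 7.5, 50 mM NaCl, 1 mM DTT, 0.05% BSA. Fluorescein-labeled HOX-A9 DNA (50 nM solution) followed, 30 min, then polarization read.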
# B2AR arrestin = recruits beta-arrestin to the human beta2-adrenergic receptor; Potency, µM (titrated, usually from 46.1 µM), for the others: at the top dose activation, usual class: activators; 0.02% of 330,000 active; AID 492947; beta-arrestin recruitment to beta2AR, cell-based reporter;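 further: potency means the concentration at half of the fitted maximal effect; 0% = DMSO controls and full agonism = EC100 isoproterenol or metaproterenol; nearly all actives have a fitted effect of over 65% in size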
# ELG1 repair inh = inhibitors of ELG1-dependent DNA repair in HEK293T cells | HEK293T ELG1-luciferase reporter, luminescence, 16 h; DNA damage induced by 5-fluorouridine | 2.3% of 330,000 active | AID 504467 | Potency, µM (top dose mostly 46.1 µM), without a hit: at the top dose activity change, negative = inhibition, most hits filed as inhibitors; further: potency means the concentration at half of the fitted maximal effect; on the % scale 0 is the no-effect control and ±100 the full control effect; nearly all actives have a fitted effect of over 55% in size
#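 Reporter activity after DNA damage by 5-fluorouridine is monitored. Compound-treated cells incubate 16 hr at 37 °C, then ONE-Glo is added for 30 min before luminescence reading.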
# TCR activator = T cell receptor activation | 330,000 tested, under 10 active | Potency, µM (series often up to 9.22 µM), without a hit: top-dose activation of IL-2 secretion, usual class: activators | primary human leukocytes, anti-CD3, IL-2 HTRF, 48 h; further: % of control where 0% means no effect
#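 IL-2 produced over 48 hr by a-CD3 bead-stimulated primary human leukocytes exposed to compounds was detected with a homogeneous time-resolved FRET immunoassay, 665nm acceptor signal after 320nm excitation.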
# TSG101-PTAP inh = blocks PTAP/TSG101 interaction to inhibit HIV-1 budding | Q99816 | Fluorescence polarization, FITC-PTAP peptide / Tsg101 binding | Potency, µM (top dose mostly 115 µM), for inactives: at the highest dose activity change, negative = inhibition, most hits filed as inhibitors | 340,000 tested, under 10 active | AID 493005; active means well fitted inhibition curve with a large enough effect in the main read-out, with a control signal flat, not every such curve was filed as active; inconclusive means small, poorly fitted or top-dose-only effect, or effect the other way, or a change in a side signal; inactive means no such curve, though single readings can be large or run the other way; further: potency means the concentration at half of the fitted maximal effect; % of control where 0% means no effect
#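 FP read-out: FITC-PTAP peptide, 50 nM final, binding Tsg101 binding domain, 10 uM final; 20 min, r.t.; 10 mM HEPES pH 7.5, 0.15 M NaCl, 0.01% Tween 20, 3 mM EDTA, 0.1 mM TCEP.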
# An asterisk follows results filed as active; ? = inconclusive; . = not tested or not shown; & = joins results of further samples; [ ] = remark or other dose. Unless noted, the call rests on the fitted dose curve; in most records, active means well fitted curve in the direction sought with a large enough effect; inconclusive means small, poorly fitted or top-dose-only effect, or another doubt; inactive means no such curve, though single readings can be large; an effect the other way counts as inactive or inconclusive.
SMILES,BRCA1 expr up,p53 reactivator,Integrin act MD,TRPV1 agonist,A-T KAP1 phos,MLL CXXC-DNA inh,B2AR arrestin,ELG1 repair inh,TCR activator,TSG101-PTAP inh
Cc1ccc(NC(=O)c2cc(S(=O)(=O)N3CCCC3)c[nH]2)c(C)c1,0%,2%,27%,2,6%,2%,-0.2%,-12%,4%,-5%
CCN=C1S/C(=C\c2cn(CC(=O)NCCOC)c3ccccc23)C(=O)N1CC,-1%,1%,0%,19,-6%[11.5 µM],-6%,0.4%,?,-4%,-8%
COc1ccc(C(=O)n2nc(C)cc2C)cc1OC,0%,.,17%,1,.,5%,.,.,-1%,-4%
CCCN(CCC)c1nc(Cl)nc(NCc2ccco2)n1,-35%,0%,14%,3,-2%,-7%,0.0%,-3%,.,-1%
Cc1ccc(N2C(=O)CSC2c2c(F)cccc2Cl)cc1 (stereo unspecified),-30%,-3%,-9%,2,.,19%,0.3%,-9%,0%,-5%
[O-][n+]1cccc2ncc3cscc3c21,7%,6%,14%,1,7%,-4%,0.0%,-25%,0%[46.1 µM],-1%
CC1CCc2c(C(=O)NCc3ccco3)csc2C1 (stereo unspecified),99%,6%,-16%,9,-6%,0%,0.4%,?,2%,2%
Cc1nn(-c2ccccc2)c(N2CCCC2)c1/C=N/NC(=O)c1cc(-c2ccccc2)nc2ccccc12,-11%,15%,-3%,-6,.,6%,2.2%,3.7µM*,0%[46.1 µM],-2%
CCCCNC(=O)Cc1coc2ccc3ccccc3c12,-9%,0%,-9%,0,3%,3%,-0.4%,22%,4%,-6%
CC(C)(C)C(=O)N1CCN(c2ccc(NC(=O)c3ccco3)cc2)CC1,36%,-3%,-5%,-2,6%,3%,-1.1%,-4%,1%,-2%
O=C(COc1ccc2c3c(c(=O)oc2c1)CCC3)NCCCN1CCCC1=O,5%,-6%,15%,1,10%,1%,0.4%,?,0%,-8%
COC(=O)c1cc2c([nH]c3ccccc32)c(C)n1,.,-1%,.,-2,4%,0%,-0.1%,0%,.,.
COc1ccc(-c2nnn(CCC(=O)O)n2)cc1,-5%,-7%,19%,3,-1%,-2%,-0.1%,2%,-4%,-4%
COc1ccc(C(C)=O)cc1COC(=O)C1CCN(C(=O)c2ccc(Cl)cc2)CC1,-1%,-2%,-44%[inhibitor],.,2%,.,0.1%,-8%,0%,0%
O=C(CSc1nnnn1-c1ccc(C(=O)O)cc1)NC1CCCCC1,-12%,1%,-5%,1,2%,-1%,-1.4%,-1%,4%,-6%

# One compound at a time (already shown). Order of values: BRCA1 expr up | p53 reactivator | Integrin act MD | TRPV1 agonist | A-T KAP1 phos | MLL CXXC-DNA inh | B2AR arrestin | ELG1 repair inh | TCR activator | TSG101-PTAP inh
# Results for `[O-][n+]1cccc2ncc3cscc3c21` : 7% | 6% | 14% | 1 | 7% | -4% | 0.0% | -25% | 0%[46.1 µM] | -1%
# Results for `CCN=C1S/C(=C\c2cn(CC(=O)NCCOC)c3ccccc23)C(=O)N1CC` : -1% | 1% | 0% | 19 | -6%[11.5 µM] | -6% | 0.4% | ? | -4% | -8%

# Compounds listed so far that have a thiophene ring, fused or not (2):
SMILES,BRCA1 expr up,p53 reactivator,Integrin act MD,TRPV1 agonist,A-T KAP1 phos,MLL CXXC-DNA inh,B2AR arrestin,ELG1 repair inh,TCR activator,TSG101-PTAP inh
[O-][n+]1cccc2ncc3cscc3c21,7%,6%,14%,1,7%,-4%,0.0%,-25%,0%[46.1 µM],-1%
CC1CCc2c(C(=O)NCc3ccco3)csc2C1 (stereo unspecified),99%,6%,-16%,9,-6%,0%,0.4%,?,2%,2%

# (continued)
SMILES,BRCA1 expr up,p53 reactivator,Integrin act MD,TRPV1 agonist,A-T KAP1 phos,MLL CXXC-DNA inh,B2AR arrestin,ELG1 repair inh,TCR activator,TSG101-PTAP inh
C=CCOC(=O)Nc1snnc1C,-17%,2%,8%,-2,0%,1%,-1.1%,-1%,13%,-1%
CCOC(=O)c1c(C)nc2cc(C)ccn12,68%,8%,-1%[7.66 µM],2,3%,-5%,0.0%,?,.,-18%
CSCCC1NC(=O)N(CC(=O)Nc2ccc3c(c2)OCCO3)C1=O (stereo unspecified),0%,-2%,15%,.,-4%,.,0.0%,?,3%,-3%
O=C(c1ccc(N2CCCC2)c([N+](=O)[O-])c1)N1CCN(c2ccccn2)CC1,7%,1%,6%,0,-1%,5%,0.0%,?,-6%,-5%
O=C(Nc1nc(=O)n(C(=O)c2cccc(C(F)(F)F)c2)s1)c1ccccc1,-5%,2%,7%,0,-8%,27%,-0.4%,3%,-1%,-12%
COc1ccc(C(=O)NC2(C(F)(F)F)N=C3SCCN3C2=O)cc1 (stereo unspecified),-19%,-6%,15%,-2,1%,0%,-0.2%,-5%,4%,-3%
CC(C)c1ccc(N(CC(=O)Nc2ccc(S(=O)(=O)N3CCOCC3)cc2)S(C)(=O)=O)cc1,4%,5%,0%,1,-1%,4%,0.4%,3%,.,-8%
CC(=O)c1ccc(OCC(=O)N2CCCC(Nc3ccc(C)c(C)c3)C2)cc1 (stereo unspecified),-22%,4%,3%,-1,16%,-2%,-1.5%,8%,4%,-1%
CN(C)CCCN(C(=O)c1ccc(S(=O)(=O)N(C)Cc2ccccc2)cc1)c1nc2cc3c(cc2s1)OCO3,-63%,9%,-41%,3,-4%,21%,0.0%,-7%,5%,-1%
COc1ccc(CN2CCN(C(=O)CC(C)C)CC2)cc1Br,-8%,?,-3%,2,1%,-1%,-0.2%,-8%,-4%,-2%
O=[N+]([O-])c1ccc(C(O)CSC(=S)N2CCCCC2)cc1 (stereo unspecified),4µM*,?,19%,7,-7%,5%,0.8%,?,1%,-4%
O=C(CCn1nnc(-c2cccs2)n1)NCc1ccccc1Cl,-16%,-15%,8%,9,-1%,-1%,0.5%,1%,-4%,-14%
O=C(c1ccccc1Oc1ccc([N+](=O)[O-])cc1)N1CCOCC1,-14%,2%,6%,0,3%,-3%,0.2%,15%,2%,-1%
Cc1ccc(-n2cc[nH]c2=S)cc1C,9%,2%,13%,2,-3%,5%,-0.2%,5%,-7%[46.1 µM],-3%
CCn1cc(C(=O)N[C@H](C(=O)NC(C)(C)CO)C(C)C)c(=O)c2cc3c(cc21)OCO3,0%,-1%,4%,1,7%,-3%,0.0%,2%,1%,-1%

# The last two records of the section above open the next one.
SMILES,BRCA1 expr up,p53 reactivator,Integrin act MD,TRPV1 agonist,A-T KAP1 phos,MLL CXXC-DNA inh,B2AR arrestin,ELG1 repair inh,TCR activator,TSG101-PTAP inh
Cc1ccc(-n2cc[nH]c2=S)cc1C,9%,2%,13%,2,-3%,5%,-0.2%,5%,-7%[46.1 µM],-3%
CCn1cc(C(=O)N[C@H](C(=O)NC(C)(C)CO)C(C)C)c(=O)c2cc3c(cc21)OCO3,0%,-1%,4%,1,7%,-3%,0.0%,2%,1%,-1%
O=C(Nc1ccc2c(c1)OCO2)C1CCCCC1,-8%,.,4%,17,-2%,0%,-0.9%,?,3%,-1%
CSc1ccc(/C=C(/NC(=O)c2ccco2)C(=O)N2CCCCCC2)cc1,-8%,4%,-3%,15,4%,-1%,0.1%,9%,5%,-1%
COc1ccc(NC(=O)CSc2nc3ccncc3[nH]2)c(OC)c1,-17%&0%,5%,-3%,-3,4%,5%,0.1%,-1%,9%,-5%
COc1ccc(C(=O)Nc2c(N)nc(SCC(=O)N3CCCCCC3)[nH]c2=O)cc1OC,-15%,1%,0%,-2,14%,9%,-0.2%,-4%,0%[46.1 µM],-1%
CCCCSc1nnc2[nH]c(=O)cc(N)n12,10%,0%,15%,3,-3%,1%,-0.3%,-1%,2%,-4%
CCOC(=O)c1cc(CC)sc1/N=C/c1c(O)ccc2ccccc12,-30%,27%,4%,2,-2%,-10%,0.3%,14%,-5%[46.1 µM],-3%
CCn1c(NC2CCCCC2)nc2ccccc21,-3%,-6%,4%,0,0%,8%,-0.4%,1%,-5%,0%
Cc1ccc(NC(=O)CN(C)C(=O)c2ccccc2Cc2ccccc2)cc1,-9%,2%,7%,10,2%,.,0.1%,-6%,0%,-5%
CC(C)(C)C(=O)Nc1cccc2[nH]ncc12,6%,2%,21%,-4,3%,9%,-0.6%,-8%,.,-1%
O=S(=O)(c1ccccc1)N1CCCN(S(=O)(=O)c2ccccc2)CC1,-24%,-2%,2%,1,41%,-14%,0.5%,-7%,-4%,-8%
CCCC(=O)C1=C(c2ccccc2)C(C#N)(C#N)C(C#N)=C1N,-22%,25%,-2%,2,-4%,5%,-0.6%,8%,3%,-3%
COc1cccc(CC(=O)NC2CCCN(Cc3ccc(Cl)cc3)C2)c1 (stereo unspecified),-11%,.,-5%,?,4%,-3%,-0.4%,-7%,4%,-2%
